AID inhibitor: activation induced cytidine deaminase inhibition; Q9GZX7; AID deamination FRET fluorescence, UDG-coupled, 4 h; Potency, µM (titrated, usually from 115 µM), for inactives: at the highest dose activity change, negative = inhibition, actives largely listed as inhibitors; 91,000 tested, 0.32% active; AID 1347428; further: nearly all actives have a fitted effect of over 25% in size
Target sequence (Q9GZX7 whole entry, looked up): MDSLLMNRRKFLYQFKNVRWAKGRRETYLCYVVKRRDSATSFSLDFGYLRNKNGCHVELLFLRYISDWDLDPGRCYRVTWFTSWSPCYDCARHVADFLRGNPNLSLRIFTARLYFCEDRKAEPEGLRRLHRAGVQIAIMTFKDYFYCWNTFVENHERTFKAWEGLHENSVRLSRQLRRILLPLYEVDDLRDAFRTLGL
UDG counterscr: blocks uracil-DNA glycosylase in AID counter-screen; Potency, µM (highest dose often 115 µM), for inactives: at the highest dose activity change, negative = inhibition, actives largely listed as inhibitors; FRET deamination/UDG coupled assay, UDG read, 4 h; 91,000 tested, 0.14% active; further: nearly all actives have a fitted effect of over 65% in size
* = called active by the depositor; ? = inconclusive; [ ] = another dose, or the depositor's remark. The call rests on the fitted dose curve; in most records, active means well fitted curve in the direction sought with a large enough effect; inconclusive means small, poorly fitted or top-dose-only effect, or another doubt; inactive means no such curve, though single readings can be large; an effect the other way counts as inactive or inconclusive. On the % scale 0 is the no-effect control and ±100 the full control effect; potency means the concentration at half of the fitted maximal effect. Only part of the results is shown, so the mix of outcomes need not match the whole.

Each structure is followed by: AID inhibitor	UDG counterscr
> Cn1c(=NC(=O)c2ccc(F)cc2)sc2cc(Br)ccc21
→ 4%	-28%
> Cc1cc(C)cc(-n2c(C)cc(C(=O)C(=O)Nc3ccccc3F)c2C)c1
→ 0%	-3%
> Cc1ccc(-c2nc(NC(=O)CSc3cc(C)c4ccccc4n3)ns2)cc1
→ ?	-10%
> O=C(CCc1ncc(-c2ccccc2)o1)Nc1ccccn1
→ -6%	-5%
> O=C(O)/C=C/c1ccc(-c2ccccc2)o1
→ 7%	4%
> CCOc1ccccc1CNC(=O)CN1C(=O)CSc2ccc(S(=O)(=O)N3CCOCC3)cc21
→ 2%	-5%
> Brc1ccc(C2=Nn3c(nnc3-c3cnccn3)SC2)cc1
→ 1%	-21%
> Cc1ccc2c(c1)cc1c(=O)n(Cc3ccccc3Cl)nc(C)n12
→ 0%	2%
> CCOc1ccccc1C(=O)NC1(C(F)(F)F)C(=O)Nc2c1c(=O)[nH]c(=O)n2-c1ccc(F)cc1 (stereo not drawn)
→ 9%	-5%
> CC(C)c1ccc(NC(=O)Cn2nnc(C(=O)NCCc3ccccc3)c2N)cc1
→ 12%	-1%
> COc1cc(C(=O)Nc2ccccc2-c2nc(-c3ccc(C)cc3)no2)cc(OC)c1OC
→ 5%	19%
> CCOc1ccc(S(=O)(=O)Nc2ccc3c(c2)c(C(C)=O)c(C)n3S(=O)(=O)c2ccc(OCC)cc2)cc1
→ -25%	-15%
> CCC(=O)Oc1cccc2cc(-c3nc(-c4ccc(Cl)cc4)no3)c(=O)oc12
→ 11%	-6%
> CCc1nn2c(=O)c(S(=O)(=O)Nc3ccc(OC)c(Cl)c3)c(C)nc2s1
→ 18%	-6%
> CS(=O)(=O)N1CCCCC1C(=O)NC1CCCCCCC1 (stereo not drawn)
→ -5%	1%
> O=C(Nc1cccc(Cl)c1)c1ccc2nc(Cc3ccccc3)oc2c1
→ ?	?
> O=C(CN1C(=O)C2(SCC(=O)N2c2ccc(F)c(F)c2)c2ccccc21)Nc1cccc(Cl)c1 (stereo not drawn)
→ 15%	7%
> COc1ccc(-c2nc(SCC(=O)Nc3ccc4c(c3)OCO4)c(-c3ccc(OC)cc3)[nH]2)cc1
→ ?	-15%
> Cc1ncc(CO)c2c1Oc1nc(-c3ccc(F)cc3)nc(SCc3ccc(F)cc3Cl)c1C2
→ -19%	-8%
> Cc1ccccc1CN1c2ccccc2-c2nc(SCC(N)=O)ncc2S1(=O)=O
→ 19%	2%
> COC(=O)c1cn(CC(=O)Nc2ccccc2)c2ccccc12
→ -3%	-9%
> CCN(CC)CCCC(C)NCC1CC2C=CC1C2 (stereo not drawn)
→ -6%	-14%
> CN1CCc2nc(NC(=O)CCn3c(=O)oc4ccccc43)sc2C1
→ -5%	-5%
> CCS(=O)(=O)N1CCCc2cc(C(=O)Nc3cccc(C(C)=O)c3)ccc21
→ 16%	36%[activator]
> CCc1ccc(NC(=O)c2ccc(F)c(S(=O)(=O)N3CCN(c4cc(C)ccc4C)CC3)c2)cc1
→ -4%	-9%
> O=C(NC1CCCCC1)c1ccccc1-c1ncc(-c2ccccc2F)o1
→ 4%	-4%
> Cc1nc(SCC(=O)Nc2ccc(Cl)cc2C(F)(F)F)[nH]c(=O)c1Cc1ccccc1
→ -5%	7%
> Fc1ccccc1/C=N/NC(=S)NCc1ccccc1
→ -3%	2%
> Cc1ccc(NC(=S)NCCC2=CCCCC2)cc1F
→ 15%	17%
> CCOC(=O)c1oc2ccccc2c1COC(=O)CNC(=O)c1ccccc1
→ -4%	-10%
> COc1ccc(CNC(=O)c2cc3cc(C)ccc3[nH]2)cc1
→ 3%	-3%
> Cc1ccc(-n2c(=O)c3oc4ccccc4c3n(Cc3ccccc3)c2=O)cc1C
→ -5%	-2%
> Cc1ccc(N2CCN(S(=O)(=O)c3ccccc3Cl)CC2)cc1Cl
→ -5%	-17%
> COC(=O)c1ccccc1NC(=O)CN1C(=O)COc2ccc(Cl)cc21
→ -7%	0%
> CC(NC(=O)CNC(=O)c1ccc(N2CCCC2=O)cc1)c1ccc(Cl)cc1Cl (stereo not drawn)
→ -5%	-7%
> COc1ccc(CNC(=O)c2cc(Nc3ccc(C)cc3C)nc3ccccc23)cc1
→ 4%	-13%[57.5 µM]
> CC(C)(C)c1ccc(SCC(=O)NC(C)(C#N)C2CC2)cc1 (stereo not drawn)
→ 0%	6%
> Cc1cccc(Nc2nc3c(S(=O)(=O)c4ccc(Br)cc4)nnn3c3ccsc23)c1C
→ 8%	22%
> C/C(=N/Nc1ccc(S(N)(=O)=O)cc1[N+](=O)[O-])c1ccc(Br)s1
→ -4%	-3%
> COc1ccc(CNC(=O)CCC2N=C3c4ccccc4N=C(SCc4ccc(F)cc4)N3C2=O)cc1 (stereo not drawn)
→ -16%	-3%

Gathered by group: the compounds so far containing an NH in an aromatic ring (4)
Each structure is followed by: AID inhibitor	UDG counterscr
> CCOc1ccccc1C(=O)NC1(C(F)(F)F)C(=O)Nc2c1c(=O)[nH]c(=O)n2-c1ccc(F)cc1 (stereo not drawn)
→ 9%	-5%
> COc1ccc(-c2nc(SCC(=O)Nc3ccc4c(c3)OCO4)c(-c3ccc(OC)cc3)[nH]2)cc1
→ ?	-15%
> Cc1nc(SCC(=O)Nc2ccc(Cl)cc2C(F)(F)F)[nH]c(=O)c1Cc1ccccc1
→ -5%	7%
> COc1ccc(CNC(=O)c2cc3cc(C)ccc3[nH]2)cc1
→ 3%	-3%

Following part:
Each structure is followed by: AID inhibitor	UDG counterscr
> Cc1cccc(OCCn2c(SCC(N)=O)nc3ccccc32)c1
→ -10%	-27%
> O=C(c1cc(-c2ccc(F)cc2)nc2ccccc12)N1CCN(C2CCS(=O)(=O)C2)CC1 (stereo not drawn)
→ 6%	-7%
> COc1ccc(OC)c(CNC(=O)CCS(=O)(=O)c2ccc3c(c2)oc(=O)n3C)c1
→ 12%[57.5 µM]	5%[57.5 µM]
> CCCCOc1ccc(Cn2c(=O)sc3ccccc32)cc1
→ ?	?
> Cc1csc(SC(C)C(=O)c2ccc(F)cc2)n1 (stereo not drawn)
→ 2%	11%
> COc1ccc(-c2cc(C(=O)N3CCCC3)c3ccccc3n2)c(OC)c1
→ 4%	-5%
> CCOc1ccc(OCC)c(Nc2ccc3cc(S(=O)(=O)N4CCCC4)ccc3n2)c1
→ -8%	-15%[57.5 µM]
> COc1ccccc1CNC(=O)CCNS(=O)(=O)c1cccc2nsnc12
→ 33%[activator]	2%
> CC1CCC(NC(=O)c2cc3ccccc3c(Cl)n2)CC1 (stereo not drawn)
→ -20%	-9%
> CCCOc1ccc(C(=O)CCN(C)C)cc1
→ -14%	-8%
> CCOC(=O)/C=C/C(=O)OCC(=O)c1ccc(Cl)s1
→ 8%	-6%
> CC(Cc1cccs1)NC(=O)C1CCCO1 (stereo not drawn)
→ 1%	7%
> N#C/C(=C/c1ccco1)C(=O)Nc1ccc(N2CCOCC2)cc1
→ 34%[activator]	13%
> O=C(COc1ccc2c(-c3ccccc3)cc(=O)oc2c1)NC1CCCCC1
→ -19%	-4%
> COc1ccc(CNC(=O)CCCc2cn(C)c3ccccc23)c(OC)c1
→ -29%	-5%
> CCOC(=O)c1cccc(NC(=O)NCc2ccc3c(c2)CCN3C(=O)CC)c1
→ 33%[activator]	-9%
> CNC(=O)CN(Cc1ccccc1F)S(=O)(=O)c1ccc(C)cc1
→ -4%	-5%
> COc1ccc(C)cc1NC(=O)C(=O)NCCc1csc(-c2ccc(C)cc2)n1
→ -3%	-4%[57.5 µM]
> CCC(C)C(=O)NCCc1ccccn1 (stereo not drawn)
→ -2%	4%
> C=CCOc1ccc(NC(=O)C2CC2)cc1
→ 2%	10%
> c1ccc(-n2nnnc2CSc2nnc(N3CCCCC3)n2-c2ccccc2)cc1
→ -14%	-10%
> COCCN1C(=O)C(=O)/C(=C(/O)c2ccccc2)C1c1ccccc1 (stereo not drawn)
→ -3%	-10%
> CCN(CC(=O)NC(=O)NC)C1CC1
→ -4%	-2%
> Cc1cccc(NC(=O)CSc2nc(-c3cccs3)cc(C(F)(F)F)c2C#N)c1
→ 28%	14%
> CN(C)CCCNC/C=C/c1ccccc1
→ 9%	-8%
> CCOc1ccc(CNC(=O)CSc2nnc(C)c3c(C)n(-c4ccc(Cl)cc4)nc23)cc1
→ 7%	6%
> CC(C)CC(NC(=O)c1ccco1)C(=O)O (stereo not drawn)
→ 4%	0%
> CS(=O)(=O)N1CCN(CC(=O)Nc2sc3c(c2C#N)CCCC3)CC1
→ -3%	-4%
> CC(NC(=O)c1cccnc1)c1cccc(C(F)(F)F)c1 (stereo not drawn)
→ -11%	-3%
> O=C(CSCc1ccc(F)cc1)N1CCN(c2ccccc2)CC1
→ -22%	?
> Cn1cc(CCCC(=O)NCc2ccccc2Cl)c2ccccc21
→ -17%	-10%[57.5 µM]
> Cc1c(Cl)c(C(=O)Nc2sc3c(c2C#N)CCC3)nn1C
→ 2%	-2%
> O=c1[nH]c(=O)n(CCc2ccccc2)c2c1C(C(F)(F)F)(C(F)(F)F)N=C(c1ccco1)N2
→ 1%	-1%
> Cc1ccccc1Nc1cc(C(=O)NC2CCCC2)c2ccccc2n1
→ 6%	-12%[57.5 µM]
> COc1ccc(-c2nnc(SCC(=O)NCc3ccc(C)cc3)nc2-c2ccc(OC)c(OC)c2)cc1OC
→ ?	-9%
> CCCS(=O)(=O)c1nc(S(=O)(=O)c2ccc(C)cc2)c(NC(C)CC)s1 (stereo not drawn)
→ -6%	2%
> Cc1ccc(Cl)cc1N1CCN(C(=O)c2cc(S(=O)(=O)N3CCC(C)CC3)cn2C)CC1
→ ?	-17%
> Cc1ccc(C)c(NC(=O)CCl)c1
→ -3%	7%
> Cc1nn(CC(=O)Nc2ccccc2)c(C)c1S(=O)(=O)N1CCC(C)CC1
→ -3%	-5%
> COCCCNC(=O)c1ccc(-n2c(-c3ccccc3)cc3c2CCCC3)cc1
→ 2%	0%[57.5 µM]
> CSc1ccccc1C(=O)OC(C)C(=O)c1ccc(C(C)(C)C)cc1 (stereo not drawn)
→ 9%	-12%
> CCc1ccccc1NC(=O)CSC1=C(C#N)C2(CCC(C(C)(C)C)CC2)C(C#N)C(=O)N1 (stereo not drawn)
→ 0%	-1%
> CCn1nc(C(=O)NCc2cccc(OC)c2)c2ccccc2c1=O
→ -9%	-11%
> O=C(Cn1cc(C(=O)c2ccccc2)c2ccccc21)NCc1ccccc1
→ -3%	-6%
> CCCC1=C(C(=O)OCC)C(c2ccccc2Cl)NC(=O)N1CC (stereo not drawn)
→ -1%	5%
> Cc1ccc2c(c1)-c1c(c(C(=O)N3CCN(c4cc(Cl)ccc4C)CC3)nn1C)CS2
→ ?	-2%
> CC(C)Oc1ccc(CNC(=O)Cn2c(-c3cccs3)cc3ccccc32)cc1
→ 3%	5%
> Cc1ccc(C(=O)Nc2ccc3oc(-c4cccnc4)nc3c2)cc1[N+](=O)[O-]
→ -8%	4%
> O=C1CC(c2cccc(F)c2F)c2c(n3c(nc4ccccc43)[nH]c2=O)N1 (stereo not drawn)
→ 1%	2%
> O=C(COc1ccc(-c2ccccc2)cc1Cl)Nc1ncn[nH]1
→ -4%	-7%
> Cc1ccc(C)c(NC(=O)CSc2nc(-c3ccccc3)cc(=O)[nH]2)c1
→ 8%	-5%
> CCOc1ccccc1N1CC(c2nc3ccccc3n2CCCOc2ccccc2OC)CC1=O (stereo not drawn)
→ 5%	-10%
> CC(C)c1cccc(C(C)C)c1NC(=O)COC(=O)c1ccc2c(c1)NC(=O)CS2
→ 2%	0%
> CCCCOc1ccc2c(C)c(C)c(=O)oc2c1C
→ -17%	-12%
> COc1ccc(NC(=O)CCc2nc3cccnc3n2-c2ccccc2)c(OC)c1
→ 39%[activator]	0%
> CCCCOc1ccc(C(N)C(=O)OCC)cc1 (stereo not drawn)
→ -4%	-4%
> CC(C)(C)c1ccc(NC(=O)CN2C(=O)COc3ccccc32)cc1
→ -15%	-12%
> COc1ccccc1N1CCN(C(=O)c2ccc3c(c2)N(Cc2ccccc2)C(=O)c2ccccc2S3(=O)=O)CC1
→ -16%	-7%
> Cc1nn(CC(=O)N2CCN(c3ccccc3F)CC2)c(=O)c2cccn12
→ 5%	-6%
> Clc1ccc(-c2onc3ccc(-c4ccccc4)cc23)cc1
→ -3%	0%

Other structures
Each structure is followed by: AID inhibitor	UDG counterscr
> O=C(Cn1ccc2cc(S(=O)(=O)N3CCCCC3)ccc21)N1CCOCC1
→ -10%	23%
> COc1cc(Cl)c(NC(=O)c2cc(CN3CCCC3)on2)c(OC)c1
→ 7%	-10%
> COc1cc2nc(Nc3cccc(F)c3)nc(N)c2cc1OC
→ 14%	6%
> COc1cc(NC(=O)C2c3ccccc3Oc3ccccc32)c(OC)cc1Cl
→ 1%	-3%
> CC1CCN(C(=O)CSc2c3c(nc4cc(Cl)ccc24)CCCC3)CC1
→ -13%	-1%
> COc1cccc(-n2cc(C(=O)Nc3cc(C)c(Cl)cc3OC)c3ccccc3c2=O)c1
→ ?	-13%
> O=C(Nc1sc2c(c1C(=O)Nc1ccc(Cl)cc1)CCCC2)c1cccs1
→ -3%[57.5 µM]	-21%[57.5 µM]

Some of these compounds in order of the AID inhibitor value, ascending.
| SMILES | AID inhibitor |
| --- | --- |
| CC1CCN(C(=O)CSc2c3c(nc4cc(Cl)ccc24)CCCC3)CC1 | -13% |
| O=C(Cn1ccc2cc(S(=O)(=O)N3CCCCC3)ccc21)N1CCOCC1 | -10% |
| COc1cc(NC(=O)C2c3ccccc3Oc3ccccc32)c(OC)cc1Cl | 1% |
| COc1cc(Cl)c(NC(=O)c2cc(CN3CCCC3)on2)c(OC)c1 | 7% |
| COc1cc2nc(Nc3cccc(F)c3)nc(N)c2cc1OC | 14% |

Compound activity: PubChem BioAssay, National Center for Advancing Translational Sciences (NCATS)
